ERAP1 HTS inh = ERAP1 (human) enzyme inhibition; AID 652197; inhibition, % at 10.7 µM; actives 0.15% (n = 340,000); Q9NZ08; recombinant ERAP1, Leu-AMC fluorescence, 60 min;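 active means mean replicate inhibition of at least 30%, or all replicates individually reaching that 30% level; inactive means mean below 30% and not every replicate reaching it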;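 further: 0% = neutral control wells and 100% = L-leucinethiol positive control wells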
Target sequence (Q9NZ08 whole entry, looked up): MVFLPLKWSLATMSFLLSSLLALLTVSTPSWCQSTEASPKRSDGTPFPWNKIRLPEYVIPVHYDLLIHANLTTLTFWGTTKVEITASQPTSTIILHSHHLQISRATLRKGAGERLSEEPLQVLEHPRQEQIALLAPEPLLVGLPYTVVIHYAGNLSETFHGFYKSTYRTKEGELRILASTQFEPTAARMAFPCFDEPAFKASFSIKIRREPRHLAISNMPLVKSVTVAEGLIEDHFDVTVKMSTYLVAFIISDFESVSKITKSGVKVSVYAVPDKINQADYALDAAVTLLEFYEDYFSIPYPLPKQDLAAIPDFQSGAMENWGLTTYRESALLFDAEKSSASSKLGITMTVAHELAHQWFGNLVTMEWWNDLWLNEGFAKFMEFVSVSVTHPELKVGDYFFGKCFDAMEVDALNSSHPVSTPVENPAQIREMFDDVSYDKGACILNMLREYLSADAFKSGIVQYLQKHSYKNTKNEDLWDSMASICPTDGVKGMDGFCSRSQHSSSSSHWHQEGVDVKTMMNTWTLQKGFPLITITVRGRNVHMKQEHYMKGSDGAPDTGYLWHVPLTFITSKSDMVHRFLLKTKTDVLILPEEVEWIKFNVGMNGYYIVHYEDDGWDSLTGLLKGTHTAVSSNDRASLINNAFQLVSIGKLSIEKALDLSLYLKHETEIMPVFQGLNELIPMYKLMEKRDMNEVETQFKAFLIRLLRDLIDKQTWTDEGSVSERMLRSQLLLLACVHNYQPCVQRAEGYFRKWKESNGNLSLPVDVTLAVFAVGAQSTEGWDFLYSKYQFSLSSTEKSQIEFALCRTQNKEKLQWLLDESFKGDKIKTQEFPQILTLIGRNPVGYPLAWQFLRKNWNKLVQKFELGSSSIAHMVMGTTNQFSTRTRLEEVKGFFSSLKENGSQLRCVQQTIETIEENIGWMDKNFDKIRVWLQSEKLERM
EWS-Fli inh = inhibitors of EWS/Fli oncoprotein transcriptional activity; A673 NR0B1-luciferase reporter, viability-normalised; inhibition, % at 12.6 µM; actives 0.67% (n = 350,000); AID 651661;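 active means mean inhibition of at least 50% after viability correction, with every replicate also passing that limit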;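 further: firefly luciferase signal divided by Alamar Blue viability fluorescence both relative to DMSO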
FN deposit inh = fibronectin deposition inhibition; AH1F fibroblasts, Alexa488-fibronectin deposition fluorescence, overnight; inhibition, % at 12.6 µM; actives 0.086% (n = 350,000); AID 743247;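 active means mean inhibition across replicates of 30% or more, regardless of how many single replicates reach that level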;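 further: positive control wells lacked labelled fibronectin entirely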
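Material: AH1F fibroblasts assembling fluorescent fibronectin matrix; amount: 10000 AH1F cells/well; medium: DMEM, 2% serum; reagent: Alexa488-fibronectin, 24 nM final in well; dosing: single compound dose, delivered by pin transfer; incubation: 1 h adhesion, overnight exposure; detection: fluorescence after three HBSS washes, excitation 485 nm, emission 525 nm; measure: fibronectin deposition inhibition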
LGR2 inh = Drosophila LGR2 receptor signaling inhibition; HEK293 LGR2, CRE-luciferase, bursicon-stimulated, 4 h; inhibition, % at 9.99 µM; actives 0.35% (n = 380,000);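 active means drop in luminescence signal, shown as inhibition above about 50% in the replicate tests, limit read from the data, passing the limit was not always enough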;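 further: agonist challenge used bursicon conditioned medium at about half maximal strength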
S100A4 inh HTS = inhibitors of human S100A4 binding to myosin IIA peptide | inhibition, % at 10.7 µM | P26447 | S100A4/TAMRA-MyoIIA peptide fluorescence polarization | actives 0.14% (n = 360,000);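 active means mean inhibition of at least 70% across replicates, with every replicate also reaching that level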
Target sequence (P26447 whole entry, looked up): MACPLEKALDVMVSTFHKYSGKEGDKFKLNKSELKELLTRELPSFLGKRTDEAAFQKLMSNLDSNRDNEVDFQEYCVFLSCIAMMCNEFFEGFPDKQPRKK
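Test system: S100A4 monomer protein. Medium: HEPES buffer with Ca2+, pH 7.2. Reagent: fluorescent myosin IIA peptide, 5 nM. Compound dosing: single-point compound testing. Timing: 5 min between mix addition and reading. Benchmarks: DMSO neutral and TFP positive wells.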
PglD DTNB = PglD (C. jejuni) enzyme inhibition; purified PglD enzyme, DTNB colorimetric CoA detection; inhibition, % at 12.5 µM; actives 0.098% (n = 360,000); AID 602405; in the data active means inhibition above about 16%, passing the limit was not always enough; further: strong numbers were not always called active
PAX8 inh HTS = inhibitors of PAX8 transcriptional activity in RMG-I cells | RMG-I TPO-luciferase reporter, SteadyGlo, 24 h | inhibition, % at 12.6 µM | actives 1.2% (n = 360,000);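 active means mean replicate inhibition at least 60% with every replicate also reaching 60%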;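 further: luciferase light reporting Pax8 driven TPO promoter activity; plate controls were median of neutral control wells for no effect and mitoxantrone controls for full effect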
PGC1a acetyl inh = PGC1a acetylation modulation, inhibitor mode. U2OS PGC1a acetylation, AlphaScreen anti-acetyl-lysine; with virally co-expressed GCN5 acetyltransferase. actives 0.17% (n = 350,000). inhibition, % at 15.6 µM;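 active means every replicate shows inhibition of at least 40%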;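 further: 0% = neutral control wells and 100% = positive control wells; some results beyond the cut were filed as inactive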
Starred values were filed as active, the others as inactive; & = joins results of further samples.

How did CCC(=O)N1CC(=O)N2[C@H](CO)[C@@H](c3ccc(-c4ccccc4C)cc3)[C@H]2C1 do in these assays?
ERAP1 HTS inh: 1; EWS-Fli inh: 4; LGR2 inh: -12; S100A4 inh HTS: 14; PAX8 inh HTS: -6; PGC1a acetyl inh: -1

Results for CC(C)[C@H](NC(=O)c1ccco1)C(=O)OCC(=O)Nc1ccc(Cl)c(S(=O)(=O)N(C)C)c1 ?
ERAP1 HTS inh: -3; EWS-Fli inh: 2; FN deposit inh: -2; LGR2 inh: 1; S100A4 inh HTS: -6; PglD DTNB: -6; PAX8 inh HTS: -5; PGC1a acetyl inh: -3

What do the screens show for `CN1C(=O)c2cc(NC(=O)c3ccccc3)ccc2OC[C@@H]2O[C@@H](CC(=O)NC3CCCC3)CC[C@H]21`?
ERAP1 HTS inh: 0; EWS-Fli inh: 2; FN deposit inh: -14; LGR2 inh: 5; S100A4 inh HTS: -1; PglD DTNB: 1; PAX8 inh HTS: 1; PGC1a acetyl inh: -7

How did COCC(=O)N1CCCC(C(=O)c2ccc3c4c(cccc24)CC3)C1 (stereo unspecified) do in these assays?
ERAP1 HTS inh: -2; EWS-Fli inh: -5; FN deposit inh: 1; LGR2 inh: -14; S100A4 inh HTS: 2; PglD DTNB: 7; PAX8 inh HTS: -2; PGC1a acetyl inh: -4

How did C[C@@H]1CN([C@H](C)CO)C(=O)Cc2cc(NC(=O)C3CCCCC3)ccc2O[C@@H]1CN(C)Cc1ccccc1 do in these assays?
ERAP1 HTS inh: 0; EWS-Fli inh: 6; LGR2 inh: 9; S100A4 inh HTS: 35; PglD DTNB: 2; PAX8 inh HTS: 2; PGC1a acetyl inh: -7

Results for C=CCn1c(N)cc(=O)nc1SCC(=O)N(c1ccccc1)c1ccccc1 ?
ERAP1 HTS inh: 4; EWS-Fli inh: -12; FN deposit inh: 2; LGR2 inh: 19; S100A4 inh HTS: -10; PglD DTNB: 2; PAX8 inh HTS: 8

What do the screens show for `O=C(CSCc1c(Cl)cccc1Cl)Nc1ccc2c(c1)OCO2`?
FN deposit inh: -1; PglD DTNB: -1; PAX8 inh HTS: 3; PGC1a acetyl inh: 1

What do the screens show for `O=C(O)C1CC(=O)N(Cc2cccnc2)C1` (stereo unspecified)?
ERAP1 HTS inh: 4; EWS-Fli inh: 9; LGR2 inh: -5; S100A4 inh HTS: -9; PglD DTNB: 5; PGC1a acetyl inh: -4

What do the screens show for `COc1ccc(C(=O)NCc2ccc3c(c2)cc(C)n3C)cc1`?
ERAP1 HTS inh: 2; EWS-Fli inh: 4; FN deposit inh: 14; LGR2 inh: 13; S100A4 inh HTS: 42; PglD DTNB: -1; PGC1a acetyl inh: -5

What do the screens show for `CC(C)NC(=O)N(C)C[C@H]1OCCCC[C@H](C)Oc2ccc(NC(=O)Nc3ccccc3)cc2C(=O)N([C@@H](C)CO)C[C@H]1C`?
FN deposit inh: 5; LGR2 inh: -1; S100A4 inh HTS: -43; PglD DTNB: -3; PAX8 inh HTS: -6; PGC1a acetyl inh: 0

What do the screens show for `O=C(CN1C(=O)NC2(CCCCCC2)C1=O)N1CCC(Cc2ccccc2)CC1`?
FN deposit inh: 2; PglD DTNB: 7; PAX8 inh HTS: 17; PGC1a acetyl inh: -8

Results for C[C@H]1CN([C@@H](C)CO)C(=O)CCCn2cc(nn2)CO[C@@H]1CN(C)C(=O)c1ccncc1 ?
ERAP1 HTS inh: -11&1&0; EWS-Fli inh: 0&1&-4; FN deposit inh: -5&-4; LGR2 inh: -1&8; S100A4 inh HTS: 1&0&12; PglD DTNB: 2&0; PAX8 inh HTS: -12&-14; PGC1a acetyl inh: -15&-5&-2

How did Cc1ccc(C)c(NC(=O)c2cc([N+](=O)[O-])cc([N+](=O)[O-])c2)c1 do in these assays?
ERAP1 HTS inh: -1; EWS-Fli inh: 3; FN deposit inh: -1; LGR2 inh: 8; S100A4 inh HTS: 2; PglD DTNB: 4; PAX8 inh HTS: -2; PGC1a acetyl inh: 22

How did CCCNC(=O)N1C[C@H]2[C@@H](c3ccccc31)[C@H](CO)N2C(=O)Nc1ccccc1 do in these assays?
ERAP1 HTS inh: -1; EWS-Fli inh: 0; LGR2 inh: 1; S100A4 inh HTS: 0; PglD DTNB: 1; PAX8 inh HTS: -2; PGC1a acetyl inh: -3

Results for C=CC[C@@H](CC(=O)N[C@H](CO)Cc1ccccc1)C(=O)N[C@@H](COC(=O)[C@@H](CC=C)Cc1ccc(F)cc1)Cc1ccccc1 ?
ERAP1 HTS inh: 0; EWS-Fli inh: -8; LGR2 inh: 8; S100A4 inh HTS: -3; PglD DTNB: 0; PAX8 inh HTS: -32; PGC1a acetyl inh: 1

What do the screens show for `COc1cccc(CN(C)C(=O)CNC(=O)c2sc3ccccc3c2Cl)c1OC`?
ERAP1 HTS inh: -1; EWS-Fli inh: -3; FN deposit inh: -3; LGR2 inh: 8; S100A4 inh HTS: -5; PglD DTNB: -1

How did CC(C)(C)C(=O)NC1CC2CCCC(C1)N2C(=O)Nc1ccc(Cl)cc1 (stereo unspecified) do in these assays?
ERAP1 HTS inh: 4; EWS-Fli inh: 10; FN deposit inh: 1; LGR2 inh: -4; S100A4 inh HTS: -1; PglD DTNB: 8; PAX8 inh HTS: 0; PGC1a acetyl inh: 8

What do the screens show for `COC(=O)CSc1nc(N2CCCCC2)c2c(c1C#N)CCCC2`?
FN deposit inh: 6; PglD DTNB: -2; PAX8 inh HTS: -7; PGC1a acetyl inh: -1

Results for COc1ccc(NC2CCCN(C(=O)CCc3ccncc3)C2)cc1OC (stereo unspecified) ?
ERAP1 HTS inh: 1; EWS-Fli inh: 13; FN deposit inh: 6; LGR2 inh: 4; S100A4 inh HTS: 1; PglD DTNB: 2; PAX8 inh HTS: 8; PGC1a acetyl inh: 4

How did CN1CCN(C(=O)c2cnn3c2NC(c2ccccc2)CC3C(F)(F)F)CC1 (stereo unspecified) do in these assays?
ERAP1 HTS inh: 2; EWS-Fli inh: -1; LGR2 inh: 18; S100A4 inh HTS: 4; PglD DTNB: -2; PAX8 inh HTS: 7; PGC1a acetyl inh: 3

Brought forward from above: two compounds; new compounds follow.
Results for COc1ccc(NC2CCCN(C(=O)CCc3ccncc3)C2)cc1OC (stereo unspecified) ?
ERAP1 HTS inh: 1; EWS-Fli inh: 13; FN deposit inh: 6; LGR2 inh: 4; S100A4 inh HTS: 1; PglD DTNB: 2; PAX8 inh HTS: 8; PGC1a acetyl inh: 4

How did CN1CCN(C(=O)c2cnn3c2NC(c2ccccc2)CC3C(F)(F)F)CC1 (stereo unspecified) do in these assays?
ERAP1 HTS inh: 2; EWS-Fli inh: -1; LGR2 inh: 18; S100A4 inh HTS: 4; PglD DTNB: -2; PAX8 inh HTS: 7; PGC1a acetyl inh: 3

Results for O=C(COc1ncnc2c(Cl)cc(Cl)cc12)N1CCCCC1 ?
ERAP1 HTS inh: 4; FN deposit inh: 9; LGR2 inh: 9; S100A4 inh HTS: -8; PglD DTNB: -7; PAX8 inh HTS: -3; PGC1a acetyl inh: 8

What do the screens show for `COc1ccc(N2CCn3c2nc2c3c(=O)n(CCCc3ccccc3)c(=O)n2C)c(OC)c1`?
ERAP1 HTS inh: 4; FN deposit inh: 1; S100A4 inh HTS: 4; PglD DTNB: -2; PAX8 inh HTS: 33; PGC1a acetyl inh: 18

How did Cc1cccc(C)c1NC(=O)C(=O)NCCOc1ccc(Cl)cc1 do in these assays?
FN deposit inh: 0; PglD DTNB: 4; PAX8 inh HTS: 0; PGC1a acetyl inh: 25

What do the screens show for `C[C@@H]1CN([C@@H](C)CO)C(=O)c2cc(NC(=O)Nc3ccccc3)ccc2O[C@@H]1CN(C)Cc1ccc(C(F)(F)F)cc1`?
ERAP1 HTS inh: -6; EWS-Fli inh: 1; LGR2 inh: 18; S100A4 inh HTS: -25; PglD DTNB: -5; PGC1a acetyl inh: 11

How did CNC(=O)C[C@@H]1CC[C@H]2[C@@H](COc3ccc(NC(=O)c4ccc(F)c(F)c4)cc3C(=O)N2C)O1 do in these assays?
ERAP1 HTS inh: 0; EWS-Fli inh: 6; FN deposit inh: -11; LGR2 inh: -4; S100A4 inh HTS: 6; PglD DTNB: 6; PAX8 inh HTS: -5; PGC1a acetyl inh: -3

Results for C[C@H]1CN([C@@H](C)CO)C(=O)c2cc(C3=CCCCC3)cnc2O[C@@H]1CN(C)Cc1ccccc1F ?
ERAP1 HTS inh: -1; EWS-Fli inh: 0; FN deposit inh: 2; LGR2 inh: 7; S100A4 inh HTS: 15; PglD DTNB: -1; PAX8 inh HTS: 13; PGC1a acetyl inh: -15

Results for C/C(=N\NC(=O)CCc1ccccc1)c1ccc(Br)cc1 ?
ERAP1 HTS inh: 2; EWS-Fli inh: -5; FN deposit inh: 0; LGR2 inh: -5; S100A4 inh HTS: 2; PAX8 inh HTS: -14; PGC1a acetyl inh: 0

What do the screens show for `C[C@@H]1CN([C@H](C)CO)C(=O)c2cc(NC(=O)Nc3ccc4c(c3)OCO4)ccc2O[C@H]1CN(C)Cc1ccc(Oc2ccccc2)cc1`?
ERAP1 HTS inh: 2; EWS-Fli inh: 3; FN deposit inh: 0; LGR2 inh: -2; S100A4 inh HTS: 5; PglD DTNB: 3; PGC1a acetyl inh: -1

Results for CCN(CC)C(=O)CSc1nc2cc(S(=O)(=O)N3CCOCC3)ccc2n1CC ?
ERAP1 HTS inh: -4; FN deposit inh: -2; LGR2 inh: 8; S100A4 inh HTS: 9; PglD DTNB: -1; PAX8 inh HTS: 9; PGC1a acetyl inh: -7

What do the screens show for `CC(=O)N(C)C[C@@H]1Oc2ncc(-c3ccc(C#N)cc3)cc2C(=O)N([C@@H](C)CO)C[C@@H]1C`?
ERAP1 HTS inh: -3; EWS-Fli inh: -8; FN deposit inh: 1; LGR2 inh: 18; S100A4 inh HTS: -5; PglD DTNB: -3; PGC1a acetyl inh: 0

How did CN(c1ccc(OCC(=O)OCc2nnc(-c3ccccc3)o2)cc1)S(=O)(=O)c1ccc(Cl)cc1 do in these assays?
ERAP1 HTS inh: -3; EWS-Fli inh: -10; FN deposit inh: -3; LGR2 inh: -4; S100A4 inh HTS: 0; PglD DTNB: -4

What do the screens show for `O=C(Nc1ccccc1N1CCOCC1)c1ccc2c(c1)OCCO2`?
ERAP1 HTS inh: -3; FN deposit inh: 7; LGR2 inh: -13; S100A4 inh HTS: 8; PglD DTNB: 4; PAX8 inh HTS: -14; PGC1a acetyl inh: -10

What do the screens show for `Cc1nn(C)c(Cl)c1NC(=O)OCc1ccccc1`?
ERAP1 HTS inh: -1; FN deposit inh: 2; LGR2 inh: -7; S100A4 inh HTS: -3; PglD DTNB: -1

How did Cc1ccc(S(=O)(=O)N2CCCOC2CNC(=O)C(=O)NCc2ccccn2)cc1 (stereo unspecified) do in these assays?
ERAP1 HTS inh: -2; EWS-Fli inh: 3; FN deposit inh: 0; LGR2 inh: 3; S100A4 inh HTS: -9; PglD DTNB: 2; PAX8 inh HTS: -3; PGC1a acetyl inh: 4

What do the screens show for `CCS(=O)(=O)Nc1ccc2c(c1)C(=O)N(C)C[C@@H](OC)[C@@H](C)CN(C)[C@@H](C)CO2`?
ERAP1 HTS inh: 2; EWS-Fli inh: 9; FN deposit inh: 0; LGR2 inh: 18; S100A4 inh HTS: 8; PglD DTNB: 3; PGC1a acetyl inh: 5

What do the screens show for `NCC(O)c1ccc(O)c(O)c1` (stereo unspecified)?
ERAP1 HTS inh: -4; EWS-Fli inh: -9; FN deposit inh: 4; LGR2 inh: 0; S100A4 inh HTS: -2; PglD DTNB: -1; PAX8 inh HTS: -14; PGC1a acetyl inh: 7

Source: PubChem
